# SENP1 inh = human SENP1 catalytic domain inhibitors, primary screen, biochemical, FRET, uHTS. Sentrin-specific protease 1 (Homo sapiens), Q9P0U3. recombinant SENP1 catalytic domain, CyPet-SUMO1-YPet FRET cleavage. inhibition, % at 10 µM. actives 0.21% (n = 360,000). AID 624204, 2012;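 active = inhibition at least 30% at 10 µM, raw YFP signal under a set limit, fluorescence ratio 0.5 to 1.5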;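 note: 0% = enzyme with DMSO and 100% = no enzyme wells; some results filed as inactive read as strong as hits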
# Target sequence (Q9P0U3 419-644 limits assumed): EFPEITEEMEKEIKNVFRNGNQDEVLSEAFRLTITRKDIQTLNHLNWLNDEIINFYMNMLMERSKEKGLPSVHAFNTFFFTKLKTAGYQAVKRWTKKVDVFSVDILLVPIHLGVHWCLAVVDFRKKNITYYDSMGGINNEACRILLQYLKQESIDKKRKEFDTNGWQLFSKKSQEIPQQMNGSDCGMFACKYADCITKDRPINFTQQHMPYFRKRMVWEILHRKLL
#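 Material: hSENP1 catalytic domain, recombinant; medium: Tris pH 8 with BME, BSA, NP40 and catalase; compound: single concentration of 10 µM compound, 0.5% DMSO final; technique: FRET read of cyan and yellow fluorescence; timing: 50 min enzyme reaction, room temperature, light-protected; reagent: SFCypet-SUMO1-SFYpet substrate at 25 nM; control set: no-enzyme low, enzyme-DMSO high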
# PfG6PD inh = PfG6PD enzyme inhibitors, primary screen, biochemical, fluorescence intensity, uHTS. glucose-6-phosphate dehydrogenase-6-phosphogluconolactonase (Plasmodium falciparum 3D7). PfGluPho enzyme, NADPH resazurin-diaphorase fluorescence. inhibition, % at 20 µM. actives 0.78% (n = 350,000);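 active = inhibition reaching at least a set limit at 20 µM in the primary screen, cut at about 59% in these data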;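 note: 0% = DMSO wells with substrate and 100% = DMSO wells lacking glucose-6-phosphate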
# MPTP block = mitochondrial permeability transition pore inhibitors, primary screen, biochemical, isolated mouse mitochondria, absorbance. actives 1.4% (n = 360,000). inhibition, % at 10 µM. Ca2+ swelling absorbance, 30 min;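 active = inhibition of 50% or more, scaled per plate between neutral and stimulator controls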;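 note: 0% = DMSO wells given calcium and 100% = 1 mM EGTA wells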
# NR3A LBD binder = binders of NR3A ligand-binding domain, primary screen, biophysical, differential scanning fluorimetry, uHTS; Tm shift relative to glycine control, % at 25 µM; NR3A LBD differential scanning fluorimetry, Tm shift; 0% = protein alone, 100% = glycine-bound protein; Glutamate receptor ionotropic, NMDA 3A (GRIN3A) ligand-binding domain; actives 2.5% (n = 340,000);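 active = melting temperature shift of at least 10% of the positive control shift, at one fixed dose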
# hIAP activ = human IAP activators, primary screen, biochemical, luminescence, uHTS. actives 0.16% (n = 330,000). Intestinal-type alkaline phosphatase (Homo sapiens), P09923. activation factor at 10 µM. purified human IAP, CDP-Star luminescence, 30 min; hits give high values; 1 = vehicle-only enzyme, 0 = enzyme-free background. AID 2524, 2010;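 active = activation factor of the enzyme at least 2-fold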; note: the source names both 10 and 20 µM as test concentration; values of inactives mirror those of a sister screen read the other way
# SENP8 inh = human SENP8 protease inhibitors, primary screen, biochemical, fluorescence, Nedd8 protein substrate, uHTS; actives 0.64% (n = 360,000); Sentrin-specific protease 8 (Homo sapiens), Q96LD8; recombinant SENP8; inhibition, % at 20 µM; in the data active = inhibition mostly above about 40%, no sharp cut-off; inactive = mostly below about 27%
# Target sequence (Q96LD8 whole entry, looked up): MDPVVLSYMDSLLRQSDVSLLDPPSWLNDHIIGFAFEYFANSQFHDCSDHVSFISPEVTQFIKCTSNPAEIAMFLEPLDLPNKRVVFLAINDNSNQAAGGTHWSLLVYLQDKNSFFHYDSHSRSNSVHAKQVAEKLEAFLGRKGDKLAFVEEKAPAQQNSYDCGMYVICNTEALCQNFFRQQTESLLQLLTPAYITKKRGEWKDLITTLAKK
# SENP6 inh = SENP6 protease inhibitors, primary screen, biochemical, luminescence, uHTS; Sentrin-specific protease 6 (Homo sapiens), Q9GZR1; Recombinant SENP6 catalytic domain, aminoluciferin luminescence; inhibition, % at 10 µM; actives 1.8% (n = 330,000);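 active = inhibition above about 50% at the single tested dose, limit read from the data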;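 note: plate controls were DMSO wells with enzyme for no effect and DMSO wells lacking enzyme for full effect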
# ATG4B inh = ATG4B protease inhibitors, primary screen, biochemical, fluorescence, uHTS | inhibition, % at 8.33 µM | ATG4B cleavage of LC3-PLA2, NBD-HPC fluorescence, 1 h | Cysteine protease ATG4B (Homo sapiens), Q9Y4P1 | actives 0.51% (n = 340,000); in the data active = inhibition above about 40%
# Target sequence (Q9Y4P1 whole entry, looked up): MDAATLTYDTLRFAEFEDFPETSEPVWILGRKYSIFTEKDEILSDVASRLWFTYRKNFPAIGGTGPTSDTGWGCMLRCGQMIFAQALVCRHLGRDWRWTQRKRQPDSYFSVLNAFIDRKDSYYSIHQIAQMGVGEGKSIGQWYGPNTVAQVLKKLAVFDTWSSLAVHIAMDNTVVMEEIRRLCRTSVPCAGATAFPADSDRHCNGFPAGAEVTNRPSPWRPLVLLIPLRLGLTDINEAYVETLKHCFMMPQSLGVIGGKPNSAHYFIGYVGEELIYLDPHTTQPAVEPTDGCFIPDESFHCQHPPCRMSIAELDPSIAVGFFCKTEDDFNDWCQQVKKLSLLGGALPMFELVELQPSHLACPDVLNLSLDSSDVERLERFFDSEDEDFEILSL
# * = called active by the depositor; x = no result given.
compound	SENP1 inh	PfG6PD inh	MPTP block	NR3A LBD binder	hIAP activ	SENP8 inh	SENP6 inh	ATG4B inh
Cc1cc(NCCc2ccccc2F)n2ncnc2n1	2	6	-0.5	-2	1.1	0	1	-4
O=C(CCC(=O)CCN1CCCCC1)CCN1CCCCC1	-4	46	0.3	0	1.1	4	-8	-9
CCCCC(=O)Nc1ccc(NC(=O)CC)cc1OC	-1	6	1.2	3	0.96	18	5	-1
COC(=O)C1=CNC=C(C(=O)OC)C1c1ccc(C(=O)OC)cc1	-135	-5	1.0	0	1.3	-270	-12	-8
Cc1ccc(OCC(=O)OCC(=O)c2c(N)n(C)c(=O)n(C)c2=O)cc1C	0	-15	-5.6	-2	1	9	-6	-12
CN1C(=O)C(CCC(=O)O)NC1=S (stereo not drawn)	1	-5	0.0	2	1	8	-23	-5
CC(/C=N\NC(=O)c1cccnc1)c1ccccc1 (stereo not drawn)	2	1	-0.3	1	0.95	23	4	-2
CCCn1nnc(NC(=O)/C=C/c2cc(Br)ccc2OC)n1	2	1	-1.8	1	1	-125	-8	2
O=C(NCCSc1ccccc1)c1ccc(CN2CCOCC2)cc1	-1	-11	1.1	-2	1.2	20	-2	8
COc1ccc(OC)c(CN2CCC(N3CCC(C(=O)NC4CC4)CC3)CC2)c1	-7	-13	-2.7	2	0.9	-8	1	-4
CC[C@@H](C)[C@@H]1CN([C@@H](C)CN2CCC[C@H]2CN2C(N)=NC[C@H]2CC(C)C)C(=N)N1CCCC1CCCC1	-1	1	1.3	-3	1	16	31	2
CCC1CCCCN1C(=O)c1c[nH]c2ccc(S(=O)(=O)N(C)c3ccc(Cl)cc3)cc2c1=O (stereo not drawn)	1	-23	3.0	-4	0.92	-104	-5	-10
CC(C)=CCN1CCN(Cc2ccc(Oc3ncccn3)cc2)CC1CCO (stereo not drawn)	2	0	1.0	0	0.99	11	14	-9
COc1ccccc1NS(=O)(=O)c1ccc2[nH]c(=O)[nH]c2c1	0	2	-0.4	2	0.76	8	5	-3
COC(=O)c1cnn(-c2nc(-c3ccccc3)cs2)c1N	2	-10	-0.9	0	0.84	8	-12	-2
CCC(C)[C@H](NC(=O)Nc1ccc2c(c1)OCCO2)C(=O)O (stereo partly drawn)	1	12	-0.4	1	1.1	4	-12	1
O=C(Nc1nnc(-c2ccccc2F)s1)C1CCN(S(=O)(=O)c2ccc(Cl)cc2)CC1	1	-6	0.2	-14	1.1	-43	-9	-3
CCOc1ccc(NC(=O)N(CCN(C)C)C(C)c2cccnc2)cc1 (stereo not drawn)	5	15	-0.2	0	1	17	-17	-6
O=c1c2ccccc2nc2n1CCS2	0	-12	-1.4	0	0.91	13	-12	11
COc1ccc(-n2ccsc2=S)cc1	2	-14	-0.2	1	1	15	-4	5
CN(C)c1cccc(C(=O)N/N=C/c2ccccc2F)c1	2	2	-0.2	0	1	-8	-36	3
CCN(CC(=O)NCc1ccccn1)S(=O)(=O)c1ccc(OC)cc1	2	-8	-0.2	1	0.99	6	-19	-11
COc1cc(NC(=O)C2CCCN2C(=O)OCc2ccccc2)cc(OC)c1 (stereo not drawn)	-1	-6	-0.2	0	0.7	9	-19	5
CCOC(=O)N1CCN(S(=O)(=O)c2cccc3nonc23)CC1	22	1	0.6	1	0.83	32	-6	-17
O=C(COC(=O)c1cnccn1)Nc1ccc(Cl)cc1	-3	13	-1.0	-1	0.91	3	-4	-7
O=C(Nc1cc(C(F)(F)F)ccc1N1CCCCC1)c1ccc(Br)o1	2	25	4.6	2	0.96	2	2	5
COc1ccc(CNC(=O)C[C@H]2C[C@H](C(=O)N3CCOCC3)[C@@]3(CCC4CCCC4)c4[nH]c5cc(CCC(=O)N(C)C)ccc5c4CCN3C2=O)cc1OC	1	19	-3.3	1	x	3	x	-15
CC(Sc1nnc(-c2ccccc2)c(-c2ccccc2)n1)C(=O)N1CCc2ccccc21 (stereo not drawn)	2	18	-0.8	-1	0.92	21	0	6
O=C(COC(=O)/C=C/c1ccc2ccccc2n1)NNC(=O)c1ccc([N+](=O)[O-])cc1	-2	2	-2.0	-3	1.1	2	-8	-2
O=S(=O)(N/N=C1/CCCc2ccccc21)c1ccc(Br)cc1	0	-22	1.0	-4	0.93	30	-6	5
Oc1ccc(-c2onc(C(F)(F)F)c2-c2cscn2)c(O)c1	-2	-24	1.2	-6	1.1	6	-1	-5
CCOC(=O)c1cccc(NC(=O)c2ccccc2C)c1	1	-8	-0.9	1	1.1	-6	-9	-1
Cc1ccc(-c2nn(-c3ccccc3)cc2C(=O)NCCCN2CCCC2=O)cc1	3	-2	0.7	-1	1	3	-19	-5
O=C(CCC1CCCN(C(=O)C2CCCC2)C1)NCc1ccc(F)c(F)c1 (stereo not drawn)	3	9	1.2	0	1.1	-1	13	22
COC(=O)c1cc(S(=O)(=O)NCc2ccc3c(c2)OCO3)cn1C	-2	6	-2.3	-3	0.94	3	11	-5
Clc1ccc2c(c1)c1cc(Cl)ccc1n2CN1CCOCC1	2	19	1.3	11*	1.1	18	-8	-10
COc1ccc2c(c1OC)C(=O)N1c3ccccc3COC21 (stereo not drawn)	-1	9	-1.8	-25	0.98	24	17	7
COc1cc(S(=O)(=O)N(Cc2ccc(C)cc2)Cc2ccco2)ccc1-n1cnnn1	0	7	2.4	1	1.2	6	-21	-32
CC(C)c1ccc(C(N)=S)cc1	1	7	-1.2	-1	1.1	10	-35	-2
COc1c(Br)cc2c(C)c(C(=O)O)oc2c1Br	2	-29	-2.7	-6	1	20	11	1
COc1ccccc1CNC(=O)C1CCN(S(=O)(=O)c2cccc([N+](=O)[O-])c2)CC1	2	7	0.6	-2	0.92	11	1	-1
CCNC(=O)C(CC(C)C)NC(=O)C(CO)NC(=O)C1CCC(=O)N1 (stereo not drawn)	-1	-17	-0.1	-1	0.97	18	-22	-2
COc1ccc([N+](=O)[O-])cc1NC1CCN(C(=O)c2cccs2)CC1	7	-6	0.9	0	0.7	18	8	5
CCOC(=O)N1CCC(NC(=O)C2CCN(C(=O)c3cc4oc(C)cc4n3Cc3c(F)cccc3Cl)CC2)CC1	1	-12	2.1	0	0.99	8	6	-17
O=S(=O)(NCc1cn2ccccc2n1)c1ccccc1F	-22	5	1.3	2	0.95	17	-13	-7
O=C(Nc1nccs1)c1ccc(S(=O)(=O)NCC2CCCCC2)cc1	0	16	5.9	-5	0.93	16	11	8
CSc1ccc(NC(=O)Nc2ccccc2C(N)=O)cc1	2	-5	0.4	10*	1.1	-72	97*	-8
C=C1c2ccc(C)cc2NC(=O)N1c1ccccc1	x	5	x	-2	1.1	x	5	12
CCN(C(=O)c1cc(S(=O)(=O)N2CCOCC2)cn1C)c1cccc(C)c1	1	-10	-0.5	-2	0.95	0	7	0
Cc1ccc(-c2nn(-c3ccccc3)cc2/C=N/n2c(-c3ccncc3)n[nH]c2=S)cc1	0	23	3.9	1	0.96	22	-2	-3

# New compounds follow:
compound	SENP1 inh	PfG6PD inh	MPTP block	NR3A LBD binder	hIAP activ	SENP8 inh	SENP6 inh	ATG4B inh
CC1CCCN(Cc2cccc(Oc3ccccc3)c2)C1 (stereo not drawn)	0	0	-0.4	0	1	21	-15	2
CC(NC(=O)COC(=O)c1ccc2c(=O)n3c(nc2c1)CCCCC3)c1ccccc1 (stereo not drawn)	-10	-8	-0.9	0	0.95	-52	-16	-2
Cc1ccc2cc(CCNC(=O)c3cc4ccccc4o3)c(=O)[nH]c2c1C	2	-16	2.8	2	0.98	-43	-1	0
Cc1c(C(=O)O)sc2ncnc(N3CCCCC3C)c12 (stereo not drawn)	-3	-11	-3.4	-1	1	6	-6	-1
Cc1ccc(NC(=O)CSc2nnc(-c3ccccc3Br)o2)cc1C	1	8	0.4	3	0.98	28	5	5
COc1ccccc1NC(=O)NC1CC(=O)N(c2ccc3c(c2)OCCO3)C1 (stereo not drawn)	1	3	-1.3	0	1.1	4	-20	3
COC(=O)CSc1nnc(CNC(=O)c2cccs2)n1-c1cc(OC)ccc1OC	1	0	-1.5	-1	0.91	20	9	-17
CCCn1c(SCC(=O)N(C)CC(=O)Nc2ccc(C)cc2)n[nH]c1=O	0	-12	2.4	-1	0.93	5	2	3
CCC(NC(=O)CCc1ccccc1)c1ccccc1 (stereo not drawn)	-1	-6	0.5	-1	0.98	3	-3	-6
O=C1c2ccccc2C(=O)N1CCc1ccccc1	1	-14	-1.0	-1	1	36	4	12
CC(C(=O)OCC(=O)c1cccc([N+](=O)[O-])c1)N1C(=O)C2C3CCC(C3)C2C1=O (stereo not drawn)	2	-34	-0.8	-1	0.88	23	-5	0
COc1ccc(Oc2ncccc2NC(=O)c2cccc(C)c2C)cc1	0	-9	-0.3	2	1	7	-13	-3
CCn1c2ccccc2c2cc(NC(=O)CCCN3C(=O)CCC3=O)ccc21	0	18	-1.7	-3	1	-71	-9	-10

# A section from the list above:
compound	SENP1 inh	PfG6PD inh	MPTP block	NR3A LBD binder	hIAP activ	SENP8 inh	SENP6 inh	ATG4B inh
CN1C(=O)C(CCC(=O)O)NC1=S (stereo not drawn)	1	-5	0.0	2	1	8	-23	-5
CC(/C=N\NC(=O)c1cccnc1)c1ccccc1 (stereo not drawn)	2	1	-0.3	1	0.95	23	4	-2
CCCn1nnc(NC(=O)/C=C/c2cc(Br)ccc2OC)n1	2	1	-1.8	1	1	-125	-8	2
O=C(NCCSc1ccccc1)c1ccc(CN2CCOCC2)cc1	-1	-11	1.1	-2	1.2	20	-2	8
COc1ccc(OC)c(CN2CCC(N3CCC(C(=O)NC4CC4)CC3)CC2)c1	-7	-13	-2.7	2	0.9	-8	1	-4
CC[C@@H](C)[C@@H]1CN([C@@H](C)CN2CCC[C@H]2CN2C(N)=NC[C@H]2CC(C)C)C(=N)N1CCCC1CCCC1	-1	1	1.3	-3	1	16	31	2
CCC1CCCCN1C(=O)c1c[nH]c2ccc(S(=O)(=O)N(C)c3ccc(Cl)cc3)cc2c1=O (stereo not drawn)	1	-23	3.0	-4	0.92	-104	-5	-10
CC(C)=CCN1CCN(Cc2ccc(Oc3ncccn3)cc2)CC1CCO (stereo not drawn)	2	0	1.0	0	0.99	11	14	-9
COc1ccccc1NS(=O)(=O)c1ccc2[nH]c(=O)[nH]c2c1	0	2	-0.4	2	0.76	8	5	-3
COC(=O)c1cnn(-c2nc(-c3ccccc3)cs2)c1N	2	-10	-0.9	0	0.84	8	-12	-2
CCC(C)[C@H](NC(=O)Nc1ccc2c(c1)OCCO2)C(=O)O (stereo partly drawn)	1	12	-0.4	1	1.1	4	-12	1
O=C(Nc1nnc(-c2ccccc2F)s1)C1CCN(S(=O)(=O)c2ccc(Cl)cc2)CC1	1	-6	0.2	-14	1.1	-43	-9	-3
CCOc1ccc(NC(=O)N(CCN(C)C)C(C)c2cccnc2)cc1 (stereo not drawn)	5	15	-0.2	0	1	17	-17	-6

# Source: PubChem BioAssay
